Source: PubChem
GalR3 antag: GalR3 antagonists in HEK293 cells, primary screen, cell-based, fluorescence readout; Galanin receptor type 3 (Homo sapiens), O60755; HEK293 GalR3-CNG cAMP membrane potential fluorescence; galR3 body fused to GalR1 C-terminus; inhibition, % at 3 µM; hit rate 0.44% among 360,000;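 active means inhibition above the screen-wide average plus 3 SD, cut at about 13% in these data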;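 further: forskolin and galanin both at EC90 stimulate the cells; cAMP rise reported by CNG channel membrane potential dye signal; 0% = forskolin plus galanin with DMSO and 100% = forskolin alone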
Target sequence (O60755 1-299 limits assumed): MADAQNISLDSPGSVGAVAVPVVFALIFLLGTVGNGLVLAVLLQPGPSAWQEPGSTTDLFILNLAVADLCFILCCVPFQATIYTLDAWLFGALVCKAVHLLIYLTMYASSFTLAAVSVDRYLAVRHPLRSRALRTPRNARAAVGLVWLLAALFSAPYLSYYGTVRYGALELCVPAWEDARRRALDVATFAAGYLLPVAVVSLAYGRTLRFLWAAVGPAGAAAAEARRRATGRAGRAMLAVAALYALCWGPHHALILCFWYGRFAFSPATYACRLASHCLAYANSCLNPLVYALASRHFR
Numbers without * were called inactive. These rows are one share of the data. The share of hits here may be higher or lower than overall.

How did CC(Oc1ccc(Br)cc1)C(=O)Nc1ccc(S(=O)(=O)NC2=NCCCCC2)cc1 (stereo not drawn) do in these assays?
GalR3 antag: -6.8

What do the screens show for `CCCCN(C=O)c1c(CC)nc2ccc(C(=O)N3CCN(C)CC3)cn12`?
GalR3 antag: -6.1

Results for COc1ccc(C=O)cc1COc1ccc2c(c1)OCO2 ?
GalR3 antag: -4.6

Results for CN1C(=O)c2c(C(=O)Nc3ccc(Oc4ccncc4)cc3)[nH]c(-c3ccccc3)c2C1=O ?
GalR3 antag: -6.3

What do the screens show for `Clc1cc(Cl)cc(CN2CCN(c3ncc(Cc4ccccc4)cn3)CC2)c1`?
GalR3 antag: -7.0

What do the screens show for `CCOc1ccc(NS(=O)(=O)c2ccc(C(=O)N(C)CC(=O)Nc3ccccc3Br)cc2)cc1`?
GalR3 antag: -2.0

What do the screens show for `COC(=O)[C@@]1(Cc2ccc(F)cc2)[C@H]2c3cc(C(=O)N4CCCC4)n(Cc4ccc(C)o4)c3C[C@H]2CN1C(=O)c1ccccc1`?
GalR3 antag: -5.0

What do the screens show for `COC(=O)[C@H]1C[C@H](OC(=O)NC2CCCC2)[C@@]2(O)CN(S(=O)(=O)c3ccc(C)cc3)CC2[C@H]1C(=O)OC` (stereo partly drawn)?
GalR3 antag: -3.4

What do the screens show for `COc1cccc(-c2ccc(C3=CC(=O)CC(C)(C)C3=O)cc2)c1OC`?
GalR3 antag: -7.4

What do the screens show for `Oc1ccc(C[C@H]2CNC(=S)N2CC2CCCN2C[C@H](Cc2ccc(O)cc2)N2C[C@H](Cc3ccc(O)cc3)N(CC3CCCCCC3)C2=S)cc1` (stereo partly drawn)?
GalR3 antag: -2.3

What do the screens show for `CCOc1ccccc1C1NC(=O)c2ccccc2N1` (stereo not drawn)?
GalR3 antag: 12.6*

How did CCc1ccc2c(COC(=O)C3CC(=O)N(CCc4ccccc4)C3)cc(=O)oc2c1 (stereo not drawn) do in these assays?
GalR3 antag: -2.7

Results for CC(C)(C)n1nnnc1C(c1ccccc1)N1CCN(C/C=C/c2ccccc2)CC1 (stereo not drawn) ?
GalR3 antag: -8.2

What do the screens show for `Cc1cc(C(=O)N2CCC2(C)C(=O)NCCC#N)nn1C` (stereo not drawn)?
GalR3 antag: -4.9

How did O=C(N[C@@H](Cc1cccnc1)C(=O)N1CCC[C@H]1C(=O)NCc1ccccc1)c1ccccc1 do in these assays?
GalR3 antag: -7.6

Results for C=CCC[C@H](CCCCC)OC(=O)/C=C/[C@@H](O)[C@H](O)C[C@H](O)CC=C ?
GalR3 antag: -6.0

How did CC(=O)Nc1ccc(CN2C(=O)C(C)(C)ON=C2c2ccc(NC(C)=O)cc2)cc1 do in these assays?
GalR3 antag: -1.1

Results for Cn1c(=O)c2cc(NC(=S)NCc3ccccc3F)ccc2n1Cc1ccc(F)cc1 ?
GalR3 antag: -6.0

What do the screens show for `C#CCOCC1CNC(=S)O1` (stereo not drawn)?
GalR3 antag: 1.9

Results for O=C(OCc1ccccc1C(F)(F)F)c1ccc(Br)c(S(=O)(=O)N2CCOCC2)c1 ?
GalR3 antag: -4.1

Pulled by structure from the list above, four records:
Results for C=CCC[C@H](CCCCC)OC(=O)/C=C/[C@@H](O)[C@H](O)C[C@H](O)CC=C ?
GalR3 antag: -6.0

Results for COc1ccc(C=O)cc1COc1ccc2c(c1)OCO2 ?
GalR3 antag: -4.6

What do the screens show for `COc1cccc(-c2ccc(C3=CC(=O)CC(C)(C)C3=O)cc2)c1OC`?
GalR3 antag: -7.4

How did CC(Oc1ccc(Br)cc1)C(=O)Nc1ccc(S(=O)(=O)NC2=NCCCCC2)cc1 (stereo not drawn) do in these assays?
GalR3 antag: -6.8

Continuation.
How did O=C(NCCN1CCC(n2c(=O)[nH]c3ccccc32)CC1)N1c2ccccc2Sc2ccccc21 do in these assays?
GalR3 antag: -9.2

Results for CCCNC(=O)C1(C)CCN1C(=O)C1(c2ccccc2)CC1 (stereo not drawn) ?
GalR3 antag: 5.3

How did CCc1nc2ccc(C(=O)Nc3ccc(OC)c(OC)c3)cn2c1N(C)Cc1cccs1 do in these assays?
GalR3 antag: 1.5

How did CC1=C(C(=O)N(C(C)C)C(C)C)CC(CC(=O)NCCCN(C)C)C(=O)N1CCC1=CCCCC1 (stereo not drawn) do in these assays?
GalR3 antag: -4.9

How did COc1cc(C(=O)N2C[C@H]3CON(C)[C@H]3C[C@H]2c2ccc(N3CCCCC3)cc2)cc(OC)c1OC do in these assays?
GalR3 antag: -5.9

Results for CC(=O)NC(c1cccc(F)c1)c1nc(-c2cccs2)cs1 (stereo not drawn) ?
GalR3 antag: 3.1

How did COCOCCn1cc(CN2CCS(=O)(=O)N(Cc3ccc(-c4ccc(F)nc4)cc3)C(C)C2=O)nn1 (stereo not drawn) do in these assays?
GalR3 antag: -7.5

Results for CCc1nc2ccc(C(=O)N(CC)CCN(C)C)cn2c1N(C)C(=O)C1CCCCC1 ?
GalR3 antag: 9.6

How did O=C(NCc1ccc2c(c1)OCO2)C(=O)NCC1OCCCN1S(=O)(=O)c1ccccc1 (stereo not drawn) do in these assays?
GalR3 antag: 2.8

Results for CCOC(=O)C1CCCN(C(=O)C2CCN(Cc3nc(-c4ccc(Cl)cc4)oc3C)CC2)C1 (stereo not drawn) ?
GalR3 antag: 2.0

What do the screens show for `COc1ccc(-c2coc3c(C(=O)NCCc4ccccc4)cccc23)c(C)c1`?
GalR3 antag: -6.8

What do the screens show for `COC(=O)c1cc2c(c3c4cc(C)ccc4n(S(=O)(=O)c4ccc(OC)cc4)c13)C(=O)N(Cc1ccccc1)C2`?
GalR3 antag: -4.7

Results for O=C(C(O)c1ccccc1)N1CCN(S(=O)(=O)c2ccc(F)c(F)c2)CC1 (stereo not drawn) ?
GalR3 antag: -3.9

What do the screens show for `COc1cccc(C(C)(O)c2nc(-c3cc4ccccc4o3)cs2)c1` (stereo not drawn)?
GalR3 antag: -0.3

How did C[C@@H]1CN([C@H](C)CO)C(=O)c2cc(NC(=O)Nc3ccc(C(F)(F)F)cc3)ccc2O[C@H]1CN(C)C(=O)Nc1ccc(F)cc1 do in these assays?
GalR3 antag: -6.0

Results for O=C(Cc1ccccc1)NC(CSSCC(NC(=O)Cc1ccccc1)C(=O)O)C(=O)O (stereo not drawn) ?
GalR3 antag: -3.3

How did CCOc1ccc(S(=O)(=O)N2CCN(C(=O)c3oc4ccc(OC)cc4c3C)CC2)cc1 do in these assays?
GalR3 antag: -5.1

Results for CSCCC(NC(=O)COc1ccccc1)C(=O)NCC(C)(C)N1CCOCC1 (stereo not drawn) ?
GalR3 antag: -6.9

How did COc1ccc(-c2nn(-c3ccccc3)cc2C(=O)N2CCN(S(=O)(=O)c3ccccc3[N+](=O)[O-])CC2)cc1 do in these assays?
GalR3 antag: -8.2

How did O=C(Nc1nc2ccc(F)cc2s1)c1ccc([N+](=O)[O-])o1 do in these assays?
GalR3 antag: -4.5

How did COC(=O)c1ccc2nc(-c3cccc(Cl)c3)c(Cc3ccsc3)n2c1 do in these assays?
GalR3 antag: -11.3

Results for CC(C)CC(N)c1csc(NC(=O)NCCc2ccccc2)n1 (stereo not drawn) ?
GalR3 antag: 0.5

How did CCCCNC(=O)C1(C)CCN1C(=O)c1c(F)ccc(C)c1F (stereo not drawn) do in these assays?
GalR3 antag: -4.0

Results for CCOC(=O)C1(C(N)=O)OC1(c1ccc(Cl)cc1)c1ccccc1Cl (stereo not drawn) ?
GalR3 antag: -5.2

What do the screens show for `CC1(C(=O)NS(=O)(=O)c2ccc(Cl)s2)CCN1C(=O)C1CCCCC1` (stereo not drawn)?
GalR3 antag: 1.4

How did CCC/C=C/c1ccc(CN2C(C(C)C)C(=O)N(Cc3cn(CCC4OCCO4)nn3)CCS2(=O)=O)cc1 (stereo not drawn) do in these assays?
GalR3 antag: -5.4

What do the screens show for `CNc1cncc(-c2ccccc2NC(C)=O)n1`?
GalR3 antag: -2.0

Results for CN1CCC[C@H]1CCNc1ccc2c(=O)c3ccccc3n(C)c2c1 ?
GalR3 antag: -6.5

How did COc1ccccc1NC(=O)C(C)OC(=O)C1CCN(S(=O)(=O)c2ccccc2C(F)(F)F)CC1 (stereo not drawn) do in these assays?
GalR3 antag: -5.2

What do the screens show for `COc1ccccc1C(NC(=O)C1CCN(CCOc2ccc3ccccc3c2)CC1)c1ccccn1` (stereo not drawn)?
GalR3 antag: -5.9

What do the screens show for `COC(=O)C1(C(=O)OC)C(C(=O)c2ccccc2)C1c1ccccc1` (stereo not drawn)?
GalR3 antag: -4.1

How did COc1ccc(NC(=O)COC(=O)C2COc3ccccc3O2)cc1OC (stereo not drawn) do in these assays?
GalR3 antag: -6.5

Results for COc1cc(C2c3cc4c(cc3OC(N3CCCC3)C2C)OCO4)cc(OC)c1O (stereo not drawn) ?
GalR3 antag: -7.0

Results for O=C(NCC1CC1)c1cc2c(c(-c3cccc(-c4ccccc4F)c3)n1)[C@@H](CCO)N(C(=O)CC1CC1)C2 ?
GalR3 antag: -5.4

What do the screens show for `CO[C@@H]1CN(C)C(=O)c2cc(NC(=O)C3CC3)ccc2OC[C@H](C)N(C(=O)CN2CCOCC2)C[C@@H]1C`?
GalR3 antag: -5.7

What do the screens show for `COC(=O)C1=CN(c2ccc3c(c2)OCO3)C(N)=C(C#N)C1c1cccc(F)c1` (stereo not drawn)?
GalR3 antag: -6.6

How did COc1ccc(NC(=O)c2cc(-c3ccc(F)cc3OC(C)C)n[nH]2)cn1 do in these assays?
GalR3 antag: -7.7

Results for CCCCC1Cc2[nH]c(=S)[nH]c(=O)c2C(c2cccc3ccccc23)O1 (stereo not drawn) ?
GalR3 antag: 0.7

Results for CN1CCN(c2ncnc3c2ncn3[C@H]2CN(Cc3ccncc3)C[C@@H](CO)O2)CC1 ?
GalR3 antag: -3.1

Results for Cc1cn(CC(C)C)c(=O)n(-c2ccccc2)c1=O ?
GalR3 antag: -5.0

Results for COc1ccc(-c2nc3c4ccccc4ccn3c2Cc2cccc(Cl)c2)cc1OC ?
GalR3 antag: -7.4

How did Cc1noc(C)c1COc1ccccc1C(=O)N1CCN(S(=O)(=O)c2cccc(Cl)c2)CC1 do in these assays?
GalR3 antag: -4.9

How did NC(=O)c1ccc(NC(=O)COC(=O)c2ccc(Br)c(S(=O)(=O)N3CCOCC3)c2)cc1 do in these assays?
GalR3 antag: -3.2

What do the screens show for `CCCCCCC12C(=Cc3cc4c(cc31)OCCO4)c1cc(OC)c(OC)cc1C(CC(=O)NC1CCCCC1)N2C(=O)OC` (stereo not drawn)?
GalR3 antag: -7.2

Results for COC(=O)C1=C(C)N(Cc2ccccc2C(F)(F)F)C(=NCc2ccccc2C(F)(F)F)NC1c1ccc(C(F)(F)F)cc1 (stereo not drawn) ?
GalR3 antag: -2.3

What do the screens show for `COC(=O)[C@@]12C[C@@H](CC(=O)NCc3ccc(OC)c(OC)c3)C(=O)N(Cc3ccc4c(c3)OCO4)C1=CCC(C)(C)C2`?
GalR3 antag: -3.1

How did CSc1ccc(CNC(=O)C2CCC(=O)N(CC3CCCCC3)C2)cc1 (stereo not drawn) do in these assays?
GalR3 antag: -7.1

What do the screens show for `Cc1ccc(CC2(C)C(=O)Nc3c(Cl)ccc(Cl)c32)cc1` (stereo not drawn)?
GalR3 antag: -5.6

Results for COc1ccc(/C=C(\NC(=O)c2ccc(Cl)cc2)C(=O)NCc2cccnc2)cc1OC ?
GalR3 antag: -5.5

What do the screens show for `COc1ccc(C(=O)COC(=O)CCn2c(C)csc2=O)c(OC)c1`?
GalR3 antag: -7.0

What do the screens show for `COC(=O)C1=C(C)N(C)C(=NCc2ccccc2C(F)(F)F)NC1c1ccc(F)cc1` (stereo not drawn)?
GalR3 antag: -6.2

How did COc1ccccc1N(C)S(=O)(=O)c1ccc(C(=O)N2CCC2)cc1 do in these assays?
GalR3 antag: -5.3

What do the screens show for `N#Cc1ccc2nc(-c3ccc(CN4CCC(n5cc(-c6ccccc6)[nH]c5=O)CC4)cc3)c(-c3ccccc3)nc2c1`?
GalR3 antag: -3.0

Results for CCCCCCCCN1C(=O)[C@@H](CC(=O)NCc2cccc(C(F)(F)F)c2)C[C@@]2(C(=O)OC)C1=C[C@H](C(C)(C)C)O[C@@H]2C ?
GalR3 antag: -5.7

What do the screens show for `O=C(c1ccc2c(c1)CCC2)N1CCN(Cc2c(F)cccc2Cl)CC1`?
GalR3 antag: -7.0

What do the screens show for `O=C(NC1CCCCC1)C(c1ccncc1)n1c(=O)c(-c2cc3ccccc3[nH]2)nc2ccccc21` (stereo not drawn)?
GalR3 antag: -7.1

How did CCCCc1ccc(NC(=O)COC(=O)c2ccc3ncsc3c2)cc1 do in these assays?
GalR3 antag: -3.2

What do the screens show for `Nc1nc2c(ncn2[C@@H]2O[C@H](C(=O)NC3CCCCC3)[C@@H](O)[C@H]2O)c(=O)[nH]1`?
GalR3 antag: -2.4

How did CCOC(=O)c1ccc(NC(=O)c2nc[nH]c2C(=O)NC[C@@H](C)O)cc1 do in these assays?
GalR3 antag: -0.8

How did CC(=O)c1c(C)[nH]c(C(=O)OCC(=O)N(Cc2ccccc2)C(C)(C)C)c1C do in these assays?
GalR3 antag: 1.5

Results for Cc1cccc(NS(=O)(=O)c2cccc(C(=O)NCC3(N4CCOCC4)CCCCC3)c2)c1 ?
GalR3 antag: -5.8

What do the screens show for `COC(=O)c1cc2c(c3c4cc(OC)ccc4n(S(=O)(=O)c4ccccc4)c13)C(=O)N(C)C2`?
GalR3 antag: -5.9

No new results follow: entries from further up.
What do the screens show for `Nc1nc2c(ncn2[C@@H]2O[C@H](C(=O)NC3CCCCC3)[C@@H](O)[C@H]2O)c(=O)[nH]1`?
GalR3 antag: -2.4

How did CCOC(=O)c1ccc(NC(=O)c2nc[nH]c2C(=O)NC[C@@H](C)O)cc1 do in these assays?
GalR3 antag: -0.8

How did CC(=O)c1c(C)[nH]c(C(=O)OCC(=O)N(Cc2ccccc2)C(C)(C)C)c1C do in these assays?
GalR3 antag: 1.5

Results for Cc1cccc(NS(=O)(=O)c2cccc(C(=O)NCC3(N4CCOCC4)CCCCC3)c2)c1 ?
GalR3 antag: -5.8

What do the screens show for `COC(=O)c1cc2c(c3c4cc(OC)ccc4n(S(=O)(=O)c4ccccc4)c13)C(=O)N(C)C2`?
GalR3 antag: -5.9
